Screening results deposited in PubChem by University of Kansas High Throughput Screening Laboratory.
mHTT CaM bind: disrupts binding of mutant huntingtin to calmodulin; 190,000 compounds, 3.6% hits; P42858; AlphaScreen His-mHTT/GST-CaM binding, luminescence; inhibition, % at 15 µM;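 further: 0% = both proteins with DMSO and 100% = one protein alone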
Pf apPOL block: Pf-apPOL DNA polymerase inhibition; Recombinant Pf-apPOL, molecular beacon fluorescence, 1.5 h; inhibition, % at 10 µM; 210,000 compounds, 0.25% hits; AID 1794808
* = called active by the depositor; i = inactive; / = no result given; & = joins results of further samples. No stated cut-off is given here; in the data, active means inhibition above about 50%; inactive means the rest. This is a subset; rates above refer to the full screens.

SMILES | mHTT CaM bind | Pf apPOL block
CN1CCN(CC(O)COC23CC4CC(CC(C4)C2)C3)CC1 (configuration not stated) | -6 | -8
CN(C)S(=O)(=O)c1cc(C(=O)Nc2ccccn2)c(Cl)cc1Cl | 30 | -4
CCCCOc1ccc(C2=N/C(=C/c3cccc(OC)c3OC)C(=O)O2)cc1 | 6 | 0
Cc1ccc(CN2C(=O)NC3(CCN(C(=O)c4ccc(F)c(F)c4)CC3)C2=O)cc1 | 6 | -5
CCCCCC(=O)Nc1cc(-c2nc3ncccc3o2)ccc1Cl | 7 | -6
Cn1c2c(c(=O)n(C)c1=O)C(c1cccc(Br)c1)C(C#N)=C(N)O2 (configuration not stated) | 2 | -4
Cc1ccccc1C(=O)Nc1cccc(C(=O)Nc2ccccc2Cl)c1 | -9 | 4
Cc1ccc(/C=C2\SC(=N)N(c3ccc(F)cc3)C2=O)cc1 | 1 | 1
Cc1cc(NC(=O)c2sc3cc(F)ccc3c2Cl)no1 | -4 | -15
CCCN(CCC)S(=O)(=O)c1ccc(C(=O)Nc2nc3c(OC)cccc3s2)cc1 | -5 | -4
CCCn1c(C2CCN(C(=O)c3cccs3)C2)nc2cccnc21 (configuration not stated) | -6 | -4
CSc1ccccc1NC(=O)Cn1nc([N+](=O)[O-])c(Cl)c1C | 5 | -5
O=[N+]([O-])c1ccc(C=Nc2cc(Cl)cc(Cl)c2)s1 | 9 | /
CC1(C)CC(OC(=O)c2ccccc2C(=O)OC2CC(C)(C)NC(C)(C)C2)CC(C)(C)N1 | -1 | -8
O=C(Cn1nnc(N2CCCC2)n1)c1ccc(Cl)cc1 | / | 5
COc1cc(CNc2ccc(F)c(Cl)c2)c([N+](=O)[O-])cc1OC | 62* | -2
Cc1ccc(C(=O)N2CCC(c3cc(N)on3)CC2)cc1C | -16 | 1
CCc1nc2ccccc2c(N)c1C | -4 | -9
CC(C)Oc1ccc(-c2nc3s/c(=C\c4ccc(N(C)C)cc4)c(=O)n3n2)cc1 | 2 | -5
O=C(NC1CCCCC1N1C(=O)CSC1=O)c1ccc[nH]c1=O (configuration not stated) | -5 | -3
CC(=O)c1ccc(N2CCN(c3ncnc4c3nc3n4CCCC3)CC2)cc1 | 22 | -5
CCOC(=O)C(Cc1cccc(C(=O)OC)c1)NC(=O)c1ccccc1 (configuration not stated) | / | 2
CC(=O)c1ccc(NC(=O)/C(=C/c2ccc(Br)cc2)NC(=O)c2ccco2)cc1 | -1 | 1
CCCCNC(=O)c1cc2n(n1)C(C(F)(F)F)CC(c1ccc3c(c1)OCO3)N2 (configuration not stated) | 12 | -4
CC(=O)NCc1csc(C2CCN(C(=O)COc3ccccc3)CC2)n1 | -6 | 0

Not a retest: seven of the compounds above.
SMILES | mHTT CaM bind | Pf apPOL block
CN1CCN(CC(O)COC23CC4CC(CC(C4)C2)C3)CC1 (configuration not stated) | -6 | -8
CN(C)S(=O)(=O)c1cc(C(=O)Nc2ccccn2)c(Cl)cc1Cl | 30 | -4
CCCCOc1ccc(C2=N/C(=C/c3cccc(OC)c3OC)C(=O)O2)cc1 | 6 | 0
Cc1ccc(CN2C(=O)NC3(CCN(C(=O)c4ccc(F)c(F)c4)CC3)C2=O)cc1 | 6 | -5
CCCCCC(=O)Nc1cc(-c2nc3ncccc3o2)ccc1Cl | 7 | -6
Cn1c2c(c(=O)n(C)c1=O)C(c1cccc(Br)c1)C(C#N)=C(N)O2 (configuration not stated) | 2 | -4
Cc1ccccc1C(=O)Nc1cccc(C(=O)Nc2ccccc2Cl)c1 | -9 | 4

Next section:
SMILES | mHTT CaM bind | Pf apPOL block
C=CCNCCCOc1ccc(OCc2ccccc2)cc1 | 2 | -5
COC(=O)C1=C(N)Oc2c(oc(CO)cc2=O)C1c1ccccc1OC (configuration not stated) | 2 | -2
Cc1cc(NC(=O)CCN2CCN(CCO)CC2)ccc1Br | 10 | -5
N#Cc1ccc(CN2CCC(C(O)c3ccccn3)CC2)cc1 (configuration not stated) | 6 | 2
O=C(Nc1ccc2c(c1)CCC2)N1CC2CN(S(=O)(=O)c3ccccc3)CC(C1)O2 | -7 | -2
O=C1NN(c2ccc(Cl)c(Cl)c2)C(=O)/C1=C/c1ccc(-c2ccc3c(c2)C(=O)NC3=O)o1 | 5 | -8
O=C(/C=C/c1ccc2c(c1)OCO2)NCCSc1c[nH]c2ccccc12 | 27 | 49
Cc1ccc(C2=N/C(=C\c3ccccc3Cl)C(=O)O2)cc1C | -6 | -78
O=C(NC1CCCC1)N1CCC(c2nc(-c3ccccc3)no2)C1 (configuration not stated) | -2 | 5
CC1CCCC(C)N1C(=O)c1cc2n(n1)C(C(F)(F)F)CC(c1ccc(Cl)cc1)N2 (configuration not stated) | 5 | -3
CCN(CC)C(=O)N1CCN(C(=O)c2ccc(C)cn2)CC1 | 0 | 2
COc1ccc(CC(=O)N2CCC(Nc3nccnc3OC)CC2)cc1 | 6 | -2
Cc1cccc(Nc2c([N+](=O)[O-])cc([N+](=O)[O-])c3cccnc23)c1 | 33 | -4
CN1C(=O)c2cccnc2Sc2cc(NC(=O)CCc3ccccc3)ccc21 | 21 | -3
COc1ccc(C(OC2CC(n3cc(C)c(=O)[nH]c3=O)OC2CO)(c2ccccc2)c2ccc(OC)cc2)cc1 (configuration not stated) | / | 9
N#CC1=C(N)Oc2n[nH]c(C34CC5CC(CC(C5)C3)C4)c2C1c1cccs1 (configuration not stated) | 55* | -3
CN(CCCNC(=O)C1CCN(c2ccncc2)CC1)c1ccccc1 | 17 | -8
CCc1onc(C)c1C1CCCN1Cc1cc(Br)ccc1F (configuration not stated) | -71 | -2
COc1cccc(-n2c(=O)c3sccc3n(CC(=O)NC3CCCCC3)c2=O)c1 | 4 | -6
Cc1ccc(C(=O)N2CCC(CCOc3ccccc3)CC2)cn1 | 2 | 1
O=C(c1ccccc1)c1cc(Cl)ccc1NCN1C(=O)c2cccc([N+](=O)[O-])c2C1=O | 15 | -1
CCCN1CCN(c2ncnc3c2nc2n3CCCC2)CC1 | -2 | -1
CCOc1ccc(CN2CCc3nc(N4CCC(C)CC4)ncc3C2)cc1OC | 25 | 1
COc1ccc(C2CC(c3ccc(Br)cc3)Nc3nc(N)nn32)cc1OC (configuration not stated) | 11 | -4
CCS(=O)(=O)N1CCN(c2ccc([N+](=O)[O-])c(NCc3cccnc3)c2)CC1 | 17 | -4

Further compounds follow.
SMILES | mHTT CaM bind | Pf apPOL block
COC(=O)c1sccc1Oc1ccc(C(F)(F)F)cc1NC(=O)NS(=O)(=O)c1ccc(C)cc1 | / | 8
Cc1ccc(S(=O)(=O)N(C)C)cc1NC(=O)C1CCCCC1 | / | -7
CCC(=O)N1CCN(S(=O)(=O)c2ccc(C)cc2)C1c1ccccc1 (configuration not stated) | -10 | -8
O=C(Nc1ccc(Cl)cc1)N1CCc2nc(-c3ccc(Cl)cc3)ncc2C1 | -9 | -5
COc1cccc(NCCC(=O)c2cccc([N+](=O)[O-])c2)c1 | 42 | 0
Cc1nnc(Sc2nc(Sc3nnc(C)s3)nc(N3CCCCC3)n2)s1 | 7 | -4
CCOC(=O)N1CCN(S(=O)(=O)CCNC(=O)c2ccc3c(c2)OCO3)CC1 | -18 | -4
CCc1nc2ccccc2n1CCc1ccccc1 | -2 | 2
CN(C)c1ccc(/C=C/C=C2/SC(=N)NC2=O)cc1 | 62* | 2
Nc1ccccc1C(=O)Nc1c(Cl)cccc1Cl | -2 | -5
Cc1ccccc1NS(=O)(=O)c1cc2c(s1)CCN(C(=O)C1CCC1)C2 | 10 | 0
CC(C)NC(=O)Cn1c2ccccc2n2c(=O)cc(-c3cccc(Cl)c3)nc12 | -6 | -3
COc1ccc(C(C)=O)cc1CSC(=S)N1CCSCC1 | / | -15
COc1cc2c(cc1OC)C1C(C(=O)NC3CCCC(C)C3C)c3ccccc3C(=O)N1CC2 (configuration not stated) | 16 | -8
CCOC(=O)C(C)Oc1ccc2c(c1)OC(=Cc1ccc(Cl)cc1)C2=O (configuration not stated) | -4 | 1
CC(C)(Oc1ccc(Cl)cc1)C(=O)Nc1nnc(C2CC(=O)N(c3ccccc3)C2)o1 (configuration not stated) | 98* | -35
COc1ccc(NC(=O)N2CCC(N3CCN(Cc4ccccc4)C3=O)CC2)c(OC)c1 | 13 | -9
Cc1cc(NC(=O)c2ccc(Br)cc2)ccc1O | -1 | 8
O=C(Cc1ccccc1)Nc1cccc(NC(=O)c2ccco2)c1 | 5 | 4
Cc1ccc(CNC(=O)N2CCC3(CC2)NC(=O)c2ccc(Cl)cc2N3C)cc1 | 5 | -10
CC(C)C1c2cccn2CCN1C(=O)Nc1cccc(F)c1 (configuration not stated) | 8 | -3
COc1ccc(CNC(=O)c2cn3cc(C)ccc3n2)cc1 | -7 | -4
ON=Cc1cn(-c2ccccc2)nc1-c1ccccc1 | / | -3
O=C(C1CN(C2CCOCC2)CC12CCOCC2)N1CCCC1 (configuration not stated) | 1 | 2
Cc1cc(NC(=O)NC(=O)c2ccc(C(F)(F)F)cc2)n[nH]1 | 0 | -4

Continuation.
SMILES | mHTT CaM bind | Pf apPOL block
COc1ccc(OC)c(NC(=O)c2c(-c3c(F)cccc3Cl)noc2C)c1 | -1 | 20
COc1ccccc1C1C(C#N)=C(N)Oc2n[nH]c(C(C)(C)C)c21 (configuration not stated) | 9&1 | 3&0
CCc1ccc(-c2cc3n(n2)CCCN(C(=O)NCCOC)C3)cc1 | 8 | -6
COc1cc(CN2CCC(C)CC2)c([N+](=O)[O-])cc1OC | 0 | -1
COc1cc(OC)c(OC)cc1CNc1ccc([N+](=O)[O-])cc1C | 4 | -10
CC(C)N1CCC2(CC1)N=C(c1ccccc1O)CC(c1cc(F)ccc1F)N2 (configuration not stated) | 38 | -7
COC(=O)CCCCCCCC(=O)Nc1ccc(OC)cc1OC | / | -9
CN1CCN(C(=O)c2cc(=O)c3ccccc3o2)C2(CCCC2)C1 | -2 | -4
CCC(=O)Oc1ccc2c(c1)OC(=Cc1ccc(OC)c(OC)c1OC)C2=O | 10 | -4
O=C(Cc1cccs1)N1CCN(S(=O)(=O)C2CC2)CC1 | -14 | -3
CCOC(CNC(=O)c1ccc2c(c1)ncn2-c1ccc(C(C)C)cc1)OCC | 26 | -7
COc1cc(/C=C2\C(=O)NN(c3ccc(F)cc3)C2=O)cc(I)c1O | 30 | -5
CC1(C)CC(=O)c2cn(-c3ccc(Cl)cc3)c(=N)c(C#N)c2C1 | -6 | 1
O=[N+]([O-])c1ccc(OC2=C(c3ccccc3)N3CCN=C3S2)cc1 | 33 | -2
O=C(Nc1cccc(Cl)c1)C1CCN(c2nccc3sccc23)CC1 | 6 | -4
Nc1ncnc2nc(SCc3nc4ccccc4[nH]3)[nH]c12 | -1 | /
Cc1ccsc1/C=N/Nc1nnc(C)c(=O)[nH]1 | i | /
Cc1cc(C)c2c(n1)sc1c(N3CCC(C(=O)NCc4ccc(F)cc4)CC3)ncnc12 | -1 | -1
O=C(Cn1ccnc1)N1CCCCC1CCN1CCCCC1 (configuration not stated) | 8 | -2
N#CC1=C(N)Oc2n[nH]c(-c3ccccn3)c2C1c1c(F)cccc1Cl (configuration not stated) | 22 | 3
O=C(C1C2C=CC3(CN(Cc4ccccc4Cl)C(=O)C13)O2)N1CCCC1 (configuration not stated) | 4 | -12
O=c1c2c(ncn2Cc2ccc(F)cc2F)n(-c2ccc(F)cc2)c(=O)n1C1CC1 | -6 | -5
O=C(NCc1ccc(F)cc1)C1CCCN(c2ncnc3c2nc2n3CCCCC2)C1 (configuration not stated) | 1 | 0
CCCC(=O)Nc1cccc(-c2nc3ccccc3o2)c1 | -9 | -3
O=C(OCc1cn([C@@H]2C[C@H](c3ccc(Cl)cc3)N(C(=O)C3CCCCC3)C[C@H]2O)nn1)c1ccccc1 | 16 | -2

A different layout for some results above.
> CCN(CC)C(=O)N1CCN(C(=O)c2ccc(C)cn2)CC1
  mHTT CaM bind = 0
  Pf apPOL block = 2
> Nc1ccccc1C(=O)Nc1c(Cl)cccc1Cl
  mHTT CaM bind = -2
  Pf apPOL block = -5
> CC(=O)c1ccc(N2CCN(c3ncnc4c3nc3n4CCCC3)CC2)cc1
  mHTT CaM bind = 22
  Pf apPOL block = -5

(cont.)
SMILES | mHTT CaM bind | Pf apPOL block
CCOc1cccc(N2C(=O)CC(N3CCN(c4ccccc4)CC3)C2=O)c1 (configuration not stated) | -4 | 7
COc1ccc(CNC(=O)C2CCCN(Cc3nc(-c4cccc(C)c4)oc3C)C2)cc1 (configuration not stated) | 6 | -2
O=C(NCc1ccco1)C1CCN(c2cc(N3CCSCC3)ncn2)CC1 | 11 | -4
CC(C)(C)OC(=O)NCc1cc(F)ccc1/C=C/S(=O)(=O)NCCc1ccccc1 | -6 | -2
CCCc1ccc(S(=O)(=O)N2CC=C(c3cn(CC)c4ncccc34)CC2)cc1 | 22 | -4
CC1(C)CC(=O)c2cc3c(N)c(C(=O)Nc4ccc(Cl)c(Cl)c4)sc3nc2C1 | 9 | -13
COc1ccc2c(=O)c(-c3cscn3)c(C(F)(F)F)oc2c1 | -3 | -2
O=c1c(Cl)c(O)c2ccccc2n1Cc1ccccc1 | / | 24
O=C(NCCS(=O)(=O)N1CCN(c2ccccn2)CC1)c1ccc(F)c(F)c1 | -5 | 3
O=S(=O)(Cc1ccc(Br)cc1F)c1ccc(Cl)cc1 | / | -8&-2
COc1cccc(-c2nc(C3CCN(C(=O)Cc4ccc(C)cc4)CC3)no2)c1 | -7 | 7
COc1ccc(C(=O)CSc2nc3nc(C)cc(C)c3c(=O)[nH]2)cc1 | -3 | 0
O=C(c1cccc([N+](=O)[O-])c1)c1ccc2c(c1)C(=O)N(Cc1cccnc1)C2=O | -1 | 2
COc1ccc(/C=C2/N=C(c3ccc(C)cc3)OC2=O)cc1[N+](=O)[O-] | 19 | 0
COc1cc(/C=C/c2cc(C(F)(F)F)[nH]c(=O)n2)cc(Br)c1O | 31 | -7
CCCCn1c(-c2ccc(Cl)cc2)nc2c(=O)n(C)c(=O)[nH]c21 | 0 | 8
CC(=O)Nc1cc2cc(-n3cccc3)ccc2oc1=O | / | 4
Cc1c(C(=O)CSc2n[nH]c(=O)n2C(C)c2ccccc2)sc2ccc(Cl)cc12 (configuration not stated) | / | 6&-4
CC1(C)CC(=O)C(C(C2=C(O)CC(C)(C)CC2=O)c2cccs2)C(=O)C1 (configuration not stated) | 6&1&8 | 6&-7
COc1ncc(C(=O)NNC(=O)c2ccno2)cc1[N+](=O)[O-] | / | 16
